Screening results deposited in PubChem BioAssay by Broad Institute.
GSK3A inh: blockers of GSK3A enzyme activity – biochemical, luminescence, cell-free homogeneous, HTS, primary screen | GSK-3 alpha kinase, ADP-Glo luminescence, 60 min | inhibition, % at 10 µM | 320,000 tested, 0.1% active | AID 2650, 2010;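 in the data active = inhibition above about 50%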;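 note: GST-tagged GSK-3 alpha with peptide substrate and 25 µM ATP; 0% = DMSO neutral wells and 100% = GW8510 positive control wells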
Target sequence (P49840 whole entry, looked up): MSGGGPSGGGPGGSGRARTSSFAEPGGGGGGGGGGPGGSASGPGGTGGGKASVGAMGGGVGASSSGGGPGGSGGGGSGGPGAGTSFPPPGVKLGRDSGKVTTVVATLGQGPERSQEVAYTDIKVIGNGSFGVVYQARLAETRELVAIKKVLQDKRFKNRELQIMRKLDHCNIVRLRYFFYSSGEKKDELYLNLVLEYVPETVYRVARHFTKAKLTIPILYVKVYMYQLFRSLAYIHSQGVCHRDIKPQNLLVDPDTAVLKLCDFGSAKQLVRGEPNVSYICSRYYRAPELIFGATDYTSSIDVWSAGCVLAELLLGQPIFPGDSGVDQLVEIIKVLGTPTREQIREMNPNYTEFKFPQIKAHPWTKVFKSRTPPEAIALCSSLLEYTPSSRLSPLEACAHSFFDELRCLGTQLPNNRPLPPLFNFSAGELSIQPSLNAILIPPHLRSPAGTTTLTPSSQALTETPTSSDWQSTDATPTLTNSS
DYRK1A inh: rat Dyrk1A kinase inhibitors, primary screen, biochemical, single point, plate reader | Dual specificity tyrosine-phosphorylation-regulated kinase 1A (Rattus norvegicus), Q63470 | ADP-Glo luminescence, NFATc1 peptide | inhibition, % at 12.5 µM | 310,000 tested, 0.43% active; in the data active = inhibition above about 50%;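 note: plate controls were vehicle with enzyme for no effect and no enzyme for full effect; many of its hits are not listed in these tables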
Numbers without * were called inactive; / = not tested or not shown. An excerpt. The share of hits here may be higher or lower than overall.

compound	GSK3A inh	DYRK1A inh
C[C@]12CCC(=O)C[C@H]1CC[C@@H]1[C@@H]2CC[C@]2(C)C(=O)CC[C@@H]12	/	2
CN1C(=O)CCC2(C)C1=CCC1C2CCC2(C)C1CCC2(C)O (configuration not stated)	/	-5
Cc1ccc(OP2(=O)Nc3cc(C)c(C)cc3S2)cc1 (configuration not stated)	/	7
CC(C)N(C(=O)CCl)c1ccccc1	/	-11
CCc1cccc(CC)c1N(COC)C(=O)CCl	/	-7
C[N+](C)(C)CC1CCCC1=O (configuration not stated)	/	-2
C[C@]12CCC(=O)C=C1C=CC1C2CC[C@@]2(C)C1CC[C@@H]2O (some centres not stated)	/	5
S=P(N1CCCCCC1)(N1CC1)N1CC1	/	0

The list goes on.
compound	GSK3A inh	DYRK1A inh
Cc1ccc(N2CCNCC2C)cc1 (configuration not stated)	/	2
COc1cc(C2c3cc4c(c(O)c3CC3COC(=O)C32)OCO4)cc(OC)c1OC (configuration not stated)	/	0
COc1ccc2c3c1OC1C(O)C=CC4[C@@H](C2)N(C)CC[C@]314 (some centres not stated)	/	-18
CC1=C(C)CC2(C(=O)NC(=O)NC2=O)C(C)C1 (configuration not stated)	/	-2
Cc1cccc(C(O)(C(=O)O)c2ccccc2)c1 (configuration not stated)	/	2
NC(Cc1ccccc1)c1nn[nH]n1 (configuration not stated)	/	3
c1cncc(CNCCN2CCNCC2)c1	/	2
S=P1(Oc2ccccc2)Nc2ccccc2N1	/	-2

The listing continues.
compound	GSK3A inh	DYRK1A inh
C=CCN1CC[C@]23c4c5ccc(O)c4OC2C(O)C=CC3[C@H]1C5 (some centres not stated)	/	-1
CC1(C)NC(=S)C(C)(C)N1N=O	/	0
O=C(O)C1C2c3ccccc3C(=O)C1(C(=O)O)c1ccccc12 (configuration not stated)	/	2
O=C1NC(=S)NC(=O)C1Cc1ccccc1	/	-7
CCC1([N+](=O)[O-])COP(N)(=O)OC1 (configuration not stated)	/	-1
CCC(=O)OC1CCC2C3CCC4CC(=O)C=CC4(C)C3CCC12C (configuration not stated)	/	7
CSc1nc(C)c(Br)c(N2CC2)n1	/	6
O=C(Cc1ccccc1F)N1CCN(CC(=O)N2CCCC2)CC1	-4	-2

New compounds follow.
compound	GSK3A inh	DYRK1A inh
COC(=O)C1=C(c2c(C)noc2C)C[C@@H]2CC[C@H]1N2C(=O)NCCO	-4	10
COC(=O)C1=C(c2ccc(Cl)c(C(F)(F)F)c2)C[C@@H]2CC[C@H]1N2C(=O)N1CCC(C)CC1	-2	6
COC(=O)C1=C(c2ccc(OCc3ccccc3)cc2)C[C@@H]2CC[C@H]1N2C(=O)NCc1ccc(N(C)C)cc1	-4	4
COC(=O)C1=C(c2cccc(OCc3ccccc3)c2)C[C@@H]2CC[C@H]1N2C(=O)NCCOc1ccc(OC)cc1	-3	-4
COC(=O)C1=C(c2ccc(F)cc2OCc2ccccc2)C[C@@H]2CC[C@H]1N2C(=O)NC1Cc2ccccc2C1	-2	4
COC(=O)C1=C(c2ccc(F)cc2OCc2ccccc2)C[C@@H]2CC[C@H]1N2C(=O)NC1CCCCC1	-1	6
CC(C)C[C@H](NP(=O)(O)O[C@@H]1O[C@@H](C)[C@H](O)[C@@H](O)[C@H]1O)C(=O)N[C@@H](Cc1c[nH]c2ccccc12)C(=O)O	1	3
COC(=O)C1=C(c2ccc(OC)c(OC)c2)C[C@@H]2CC[C@H]1N2C(=O)N1CCC(C)CC1	-3	3

Record cards, as listed above. Screens in order: GSK3A inh | DYRK1A inh
COC(=O)C1=C(c2ccc(OCc3ccccc3)cc2)C[C@@H]2CC[C@H]1N2C(=O)NCc1ccc(N(C)C)cc1 reads -4 | 4
COC(=O)C1=C(c2c(C)noc2C)C[C@@H]2CC[C@H]1N2C(=O)NCCO reads -4 | 10

(further entries)
compound	GSK3A inh	DYRK1A inh
COC(=O)C1=C(c2ccc(-c3ccccc3)c(F)c2)C[C@@H]2CC[C@H]1N2C(=O)NCC1CC1	0	14
COC(=O)C1=C(c2cccc(C#N)c2)C[C@@H]2CC[C@H]1N2C(=O)NCCOc1ccc(OC)cc1	0	-6
CC(C)NP(=O)(NC(C)C)OP(=O)(NC(C)C)NC(C)C	-2	4
COC(=O)C1=C(c2ccc(F)cc2OCc2ccccc2)C[C@@H]2CC[C@H]1N2C	-2	10
COc1cc2c(c(OC)c1OC)-c1ccc(O)c(=O)cc1[C@@H](N)CC2	0	10
CC(C)C[C@H]1C(=O)N2CCC[C@H]2[C@]2(O)O[C@](NC(=O)[C@@H]3C=C4c5cccc6[nH]cc(c56)C[C@H]4N(C)C3)(C(C)C)C(=O)N12	0	8
C[C@]12C[C@H](O)[C@@H](O)CC1=CCC1C2CC[C@@]2(C)C1CC[C@@H]2O (some centres not stated)	2	-3
CCN1CCN(C(=O)COc2ccc3oc4c(c3c2)CCCC4)CC1	-3	10

Next section:
compound	GSK3A inh	DYRK1A inh
C[N+]1([O-])[C@@H]2CC(OC(=O)[C@H](CO)c3ccccc3)C[C@H]1[C@@H]1O[C@@H]12 (some centres not stated)	1	-1
COC(=O)C1=C(c2ccc(F)cc2OCc2ccccc2)C[C@@H]2CC[C@H]1N2C(=O)NCc1cccc(OC)c1	-4	2
COC(=O)C1=C(c2c(C)noc2C)C[C@@H]2CC[C@H]1N2C(=O)NCCNC(C)=O	-2	-3
COC(=O)C1=C(c2ccc(OC(F)(F)F)cc2)C[C@@H]2CC[C@H]1N2C(=O)NC1CC1	-3	-4
C[C@]12CC[C@H](O)CC1=CCC1C2CC[C@@]2(C)C1C[C@@H](O)[C@@H]2O (some centres not stated)	-2	0
O=C(Cc1ccccc1)OCC(=O)c1ccc(F)cc1	-1	2
C[C@H]1C(=O)O[C@@H]2CCN3CC=C(COC(=O)[C@](C)(O)[C@]1(C)O)[C@H]23	2	-1
COC(=O)C1=C(c2cccc(OCc3ccccc3)c2)C[C@@H]2CC[C@H]1N2C(=O)NCCc1ccc(F)cc1	-4	-12

The list continues:
compound	GSK3A inh	DYRK1A inh
C=C[C@@]12CN(C)[C@H]3[C@H]1[C@@]1(C(=O)Nc4ccccc41)C1CC2[C@@H]3CO1	0	1
COC(=O)C1=C(c2ccccc2OCc2ccccc2)C[C@@H]2CC[C@H]1N2C(=O)NCc1ccc(F)cc1	-2	3
COC(=O)C1=C(c2ccc(OC(F)(F)F)cc2)C[C@@H]2CC[C@H]1N2C(=O)NCCO	-1	0
C/C=C1/C[C@@H](C)[C@](O)(CO)C(=O)OCC2=CCN3CC[C@@H](OC1=O)[C@@H]23	-2	-1
COC(=O)C1=C(c2cccc(OCc3ccccc3)c2)C[C@@H]2CC[C@H]1N2C(=O)NCc1cccc(F)c1	1	2
COC(=O)C1=C(c2ccccc2OCc2ccccc2)C[C@@H]2CC[C@H]1N2C(=O)NCCOc1ccccc1	-3	3
COC(=O)C1=C(c2ccc(Cl)c(C(F)(F)F)c2)C[C@@H]2CC[C@H]1N2C(=O)NCC1CC1	-1	12
NC(=O)c1ccc(OCCC(O)N2CC=C(c3ccc(F)cc3)CC2)cc1 (configuration not stated)	-2	6

Later entries:
compound	GSK3A inh	DYRK1A inh
COC(=O)C1=C(c2ccc(OC)c(OC)c2)C[C@@H]2CC[C@H]1N2C(=O)NCCCOC(C)C	-1	-16
COc1cc(CCN)ccc1O	0	-9
Clc1ccc(CCC(Cn2ccnc2)Sc2c(Cl)cccc2Cl)cc1 (configuration not stated)	-6	8
CCOC(=O)c1cncn1[C@@H](C)c1ccccc1	-1	16
Cn1cccc1C1CCCN1CC(=O)Nc1ccc(C#N)c(Cl)c1 (configuration not stated)	3	2
NCCc1ccc(S(=O)(=O)F)cc1	-1	7
COc1cccc(-c2sc3ccccc3c2-c2ccc(OCCN3CCOCC3)cc2)c1	-3	14
COC(=O)C1=C(c2ccc(F)cc2OCc2ccccc2)C[C@@H]2CC[C@H]1N2C(=O)NCc1ccc(Br)cc1	-4	-19

(more compounds)
compound	GSK3A inh	DYRK1A inh
COC(=O)C1=C(c2ccc(F)cc2OCc2ccccc2)C[C@@H]2CC[C@H]1N2C(=O)NCc1ccc([N+](=O)[O-])cc1	0	4
COC(=O)C1=C(c2ccc(F)cc2OCc2ccccc2)C[C@@H]2CC[C@H]1N2C(=O)NCc1ccccc1Br	0	-7
OCCOCCO	-2	6
COC(=O)C1=C(c2ccc(C(C)=O)cc2)C[C@@H]2CC[C@H]1N2C(=O)N1CCOCC1	-1	-4
COC(=O)C1=C(c2ccc(-c3ccccc3)c(F)c2)C[C@@H]2CC[C@H]1N2C(=O)N1CCCC1	-2	0
COc1cc([C@H]2OC[C@H]3[C@@H]2CO[C@@H]3c2cc(OC)c(O[C@@H]3O[C@H](CO)[C@@H](O)[C@H](O)[C@H]3O)c(OC)c2)cc(OC)c1O[C@H]1O[C@@H](CO)[C@H](O)[C@@H](O)[C@@H]1O	-1	-2
COC(=O)C1=C(c2ccc(OCc3ccccc3)cc2)C[C@@H]2CC[C@H]1N2C(=O)NCCN1CCOCC1	6	10
COC(=O)C1=C(c2ccc3ccccc3c2)C[C@@H]2CC[C@H]1N2C(=O)NCCCOC(C)C	-2	0

3 compounds already listed, arranged by molecular weight, largest number first.
compound	GSK3A inh	DYRK1A inh
COC(=O)C1=C(c2ccc(F)cc2OCc2ccccc2)C[C@@H]2CC[C@H]1N2C(=O)NCc1ccccc1Br	0	-7
COC(=O)C1=C(c2ccc(F)cc2OCc2ccccc2)C[C@@H]2CC[C@H]1N2C(=O)NCc1ccc([N+](=O)[O-])cc1	0	4
COC(=O)C1=C(c2ccc3ccccc3c2)C[C@@H]2CC[C@H]1N2C(=O)NCCCOC(C)C	-2	0

Back to the main list with the 3 entries that preceded the break.
compound	GSK3A inh	DYRK1A inh
COc1cc([C@H]2OC[C@H]3[C@@H]2CO[C@@H]3c2cc(OC)c(O[C@@H]3O[C@H](CO)[C@@H](O)[C@H](O)[C@H]3O)c(OC)c2)cc(OC)c1O[C@H]1O[C@@H](CO)[C@H](O)[C@@H](O)[C@@H]1O	-1	-2
COC(=O)C1=C(c2ccc(OCc3ccccc3)cc2)C[C@@H]2CC[C@H]1N2C(=O)NCCN1CCOCC1	6	10
COC(=O)C1=C(c2ccc3ccccc3c2)C[C@@H]2CC[C@H]1N2C(=O)NCCCOC(C)C	-2	0
COC(=O)C1=C(c2cccc(C#N)c2)C[C@@H]2CC[C@H]1N2C(=O)NCCc1ccccc1	0	8
COCCn1c(O)c(/C=N/NC(=O)CSC(=S)N2CCCC2)c(=O)[nH]c1=S	12	-1
COC(=O)C1=C(c2ccc(OC(F)(F)F)cc2)C[C@@H]2CC[C@H]1N2C(=O)NCCCOC(C)C	2	-2
COC(=O)C1=C(c2ccc3ccccc3c2)C[C@@H]2CC[C@H]1N2C(=O)NCC1CC1	-3	-3
COC(=O)C1=C(c2cccc(NC(C)=O)c2)C[C@@H]2CC[C@H]1N2C	-5	2
COC(=O)C1=C(c2ccc(F)cc2F)C[C@@H]2CC[C@H]1N2C(=O)NC1Cc2ccccc2C1	-2	3
CC1=NCCc2c1[nH]c1cc(O)ccc21	3	79*
COC(=O)C1=C(c2ccc(OC(F)(F)F)cc2)C[C@@H]2CC[C@H]1N2C(=O)NC(C)C	-1	-2

Further compounds follow:
compound	GSK3A inh	DYRK1A inh
COC(=O)C1=C(c2cccc(C#N)c2)C[C@@H]2CC[C@H]1N2C(=O)NCC1CC1	-1	3
CCCNC(=O)N1[C@H]2CC[C@@H]1C(C(=O)OC)=C(c1cccc(Cl)c1)C2	-3	9
CC(N)C(=O)OC(C)(C)Cc1ccc(Cl)cc1 (configuration not stated)	-3	12
OCCOc1ccccc1	-3	6
COC(=O)C1=C(c2ccc(C(C)=O)cc2)C[C@@H]2CC[C@H]1N2C(=O)NC1Cc2ccccc2C1	-2	0
Clc1ccc(C(c2ccc(Cl)cc2)n2cc[n+](CC(OCc3ccc(Cl)cc3Cl)c3ccc(Cl)cc3Cl)c2)cc1 (configuration not stated)	1	8
CC1CCCC(NC(=O)COC(=O)c2cn(C)c3ccccc23)C1C (configuration not stated)	0	-1
COCCO[C@H]1CC[C@@]2(C)C(=CCC3C2CC[C@@]2(C)C3CC[C@]2(C)O)C1 (some centres not stated)	-4	2

The list goes on.
compound	GSK3A inh	DYRK1A inh
COC(=O)C1=C(c2cccc(C#N)c2)C[C@@H]2CC[C@H]1N2C(=O)NC1CCCCC1	-2	-8
CC1(C)C(=O)CC[C@@]2(C)C1=CCC1C2CC[C@]2(C)C(=O)CCC12 (some centres not stated)	-1	2
CCCNC(=O)N1[C@H]2CC[C@@H]1C(C(=O)OC)=C(c1ccc(Cl)c(C(F)(F)F)c1)C2	-15	-4
C[C@]12CCC3C(CC[C@H]4C[C@@H](O)CC[C@]34C)C1CC[C@@H]2O (some centres not stated)	-1	-2
COC(=O)C1=C(c2ccc(F)cc2OCc2ccccc2)C[C@@H]2CC[C@H]1N2C(=O)NC1CC1	-3	55*
O=C(CN1CCN(C(=O)COc2cccc(F)c2)CC1)Nc1ccc(Cl)c(C(F)(F)F)c1	-2	3
COC(=O)C1=C(c2ccc(-c3ccccc3)c(F)c2)C[C@@H]2CC[C@H]1N2C(=O)NCc1ccco1	-2	1
C=C[C@H]1CN2CC[C@H]1C[C@@H]2[C@@H](O)c1ccnc2ccccc12	-2	-1

Other structures:
compound	GSK3A inh	DYRK1A inh
COC(=O)C1=C(c2ccc(C(C)=O)cc2)C[C@@H]2CC[C@H]1N2C(=O)NC1CCCCC1	1	1
CN1CCc2cc3c(cc2[C@H]1[C@@H]1OC(=O)c2c1ccc1c2OCO1)OCO3	1	-6
COC1=C(C)C(=O)O[C@]12C(=O)C(C)=C1CCCCN3[C@H]([C@@H]4C[C@H](C)C(=O)O4)CC[C@]132	-2	0
COC(=O)C1=C(c2ccc(F)cc2OCc2ccccc2)C[C@@H]2CC[C@H]1N2C(=O)NCc1cc(C)oc1C(F)(F)F	-1	5

Two records drawn at random from the list so far, as already listed:
compound	GSK3A inh	DYRK1A inh
COC(=O)C1=C(c2ccc(C(C)=O)cc2)C[C@@H]2CC[C@H]1N2C(=O)NC1CCCCC1	1	1
CN1CCc2cc3c(cc2[C@H]1[C@@H]1OC(=O)c2c1ccc1c2OCO1)OCO3	1	-6
